# Screens deposited in PubChem by several laboratories.
# HCV core dimer: inhibitors of HCV core protein dimerization, primary screen, biochemical, TR-FRET, high-throughput; inhibition, % at 5 µM; TR-FRET GST/Flag-core106 dimerization, 1536-well; 300,000 compounds, 0.33% hits;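 active = inhibition above the mean of all tested compounds plus 3 SD, set per screening campaign, cut at about 45% in these data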
#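 Test system: GST/Flag-tagged HCV core106 proteins; Medium: KF-containing HEPES buffer, pH 7.45, DTT, CHAPS, BSA; Times: compound-protein-antibody incubation 4 h at 22.5 °C; Detection: TR-FRET 671 and 617 nm emission; Benchmarks: wells lacking GST-core106 and wells with excess unlabelled core106.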
# procasp7 counter: procaspase-7 activators, primary screen, counter-screen for procaspase-3 activator project, biochemical, absorbance, HTS, human. Caspase-7 (Homo sapiens), P55210. activation, % at 8.5 µM. 330,000 compounds, 0.093% hits. recombinant procaspase-7, Ac-DEVD-pNA absorbance 405 nm; D23A/D198A/D206A triple mutant, cannot self-cleave; scale: DMSO 0, 5 µM enzyme 100;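 active = percent activation above the screen-wide mean plus 3 SD, cut at about 25% in these data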
#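 Assay system: Uncleavable procaspase-7 mutant enzyme | Input: 2 µM procaspase-7 mutant as dispensed | Timing: 1 h compound preincubation, 2 h substrate cleavage, 25 °C | Repeats: One well per compound | Control set: DMSO wells as 0%, DMSO with 5 µM added PC-7 as 100% | Technique: Epi-absorbance of released pNA at 405 nm, two timepoints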
# TPT1 inh: Candida albicans TPT1 enzyme inhibitors, primary screen, biochemical, fluorescence polarization | recombinant caTPT1, FP RNA substrate dephosphorylation | 300,000 compounds, 0.81% hits | inhibition, % at 5 µM | AID 1962, 2009;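 active = inhibition above the mean of all tested compounds plus 3 SD, set per screening campaign, cut at about 24% in these data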;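 also: plate controls were DMSO alone for no effect and ferristatin control at 100 nM for full effect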
# Efflux pump inh: inhibitors of Candida efflux pumps in yeast, primary screen, S. cerevisiae, Nile Red, multiplex | AID 485275, 2010 | inhibition, % at 10 µM | S. cerevisiae Candida pump triplex | 330,000 compounds, 0.44% hits;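 active = plate passing quality check with inhibition over a set limit, or well fluorescence over plate mean plus 4 SD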;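 also: Nile Red retained in pooled yeast measured as flow cytometry median fluorescence; 0% = buffer negative control and 100% = Enniatin B positive control; higher means more Nile Red kept so more efflux inhibition; some compounds called inactive have numbers as strong as hits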
# GASC-1 inh: inhibitors of GASC-1 histone demethylase, primary screen, biochemical, fluorescence, DELFIA europium; Lysine-specific demethylase 4C (Homo sapiens), Q9H3R0; GST-JMJD2C(1-420) H3K9me3 demethylation; inhibition, % at 2.35 µM; 330,000 compounds, 0.069% hits;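 active = more than half of a compound's replicate wells show inhibition beyond 50%, single wells judged on their own value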;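 also: signal counts dimethyl H3K9 product captured on neutravidin plate; 0% = median of DMSO wells and 100% = 0.3 times that DMSO median; strong numbers were not always called active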
# Target sequence (Q9H3R0 1-420 limits assumed): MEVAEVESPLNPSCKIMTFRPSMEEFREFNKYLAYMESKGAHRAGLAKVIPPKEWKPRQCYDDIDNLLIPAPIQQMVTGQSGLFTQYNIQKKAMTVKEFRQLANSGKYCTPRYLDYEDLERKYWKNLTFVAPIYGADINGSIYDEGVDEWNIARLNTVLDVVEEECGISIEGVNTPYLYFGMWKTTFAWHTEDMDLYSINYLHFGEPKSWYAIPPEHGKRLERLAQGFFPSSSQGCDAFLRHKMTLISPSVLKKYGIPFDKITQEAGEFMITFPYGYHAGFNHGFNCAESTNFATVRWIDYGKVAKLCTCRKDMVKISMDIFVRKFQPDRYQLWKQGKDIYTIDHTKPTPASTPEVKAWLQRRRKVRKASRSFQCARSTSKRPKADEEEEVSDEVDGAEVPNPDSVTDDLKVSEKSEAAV
# PP1 counter: PP1-alpha phosphatase inhibitors, primary screen, counter-screen for PP5 inhibitor project, biochemical, fluorescence, OMFP substrate, single point | 320,000 compounds, 0.9% hits | Serine/threonine-protein phosphatase PP1-alpha catalytic subunit (Homo sapiens), P62136 | AID 2235, 2010 | purified PP1alpha | inhibition, % at 6.7 µM;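 active = inhibition above the mean inhibition of all tested compounds plus 3 SD, computed separately for each screening campaign, cut at about 15% in these data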
# PP5 primary: PP5 phosphatase inhibitors, primary screen, biochemical, fluorescence; Serine/threonine-protein phosphatase 5 (Homo sapiens), P53041; purified PP5c, OMFP substrate fluorescence; inhibition, % at 6.7 µM; 320,000 compounds, 0.18% hits; AID 1987, 2009;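 active = inhibition above the campaign's mean inhibition across all tested compounds plus 3 SD, cut at about 9.5% in these data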;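 also: 0% = DMSO only and 100% = 100 µM cantharidin control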
# Target sequence (P53041 whole entry, looked up): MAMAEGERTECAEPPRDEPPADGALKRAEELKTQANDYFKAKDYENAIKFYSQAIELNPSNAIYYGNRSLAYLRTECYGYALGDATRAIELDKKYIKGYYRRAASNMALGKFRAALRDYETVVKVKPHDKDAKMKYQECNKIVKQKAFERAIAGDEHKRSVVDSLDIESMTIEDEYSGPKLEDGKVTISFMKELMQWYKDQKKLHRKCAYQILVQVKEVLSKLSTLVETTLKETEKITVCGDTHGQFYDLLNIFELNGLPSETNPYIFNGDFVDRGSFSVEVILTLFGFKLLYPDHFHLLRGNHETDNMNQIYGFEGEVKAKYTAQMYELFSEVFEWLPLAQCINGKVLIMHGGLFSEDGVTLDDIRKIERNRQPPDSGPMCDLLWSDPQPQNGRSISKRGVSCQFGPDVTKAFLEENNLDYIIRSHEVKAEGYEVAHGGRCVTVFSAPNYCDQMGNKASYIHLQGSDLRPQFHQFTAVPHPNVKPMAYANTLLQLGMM
# proCasp3 act: activators of human procaspase-3 D3A mutant, primary screen, biochemical, absorbance, PC-3 D3A mutant, single concentration. recombinant procaspase-3 D3A, Ac-DEVD-pNA absorbance 405 nm. activation, % at 8.5 µM. 330,000 compounds, 0.11% hits. AID 463141, 2010;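 active = activation above the mean of all tested compounds plus 3 SD, cut at about 21% in these data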;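 also: 0% = DMSO alone and 100% = DMSO wells spiked with extra 5 µM PC-3 D3A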
#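 assay system = Procaspase-3 D3A mutant | signal = absorbance at 405 nm, 0 and 120 min | times = 1 h preincubation plus 2 h reaction at 25 °C | repeats = single replicate | read-out = % activation between DMSO and enzyme-spiked controls | medium = Zinc-free HEPES saline buffer with Triton X-100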
# CTSL1 counter: Fasciola hepatica cathepsin L1 inhibitors, primary screen, counter-screen for PFM18AAP inhibitor project, biochemical, QFRET, fluorogenic peptide substrate; AID 1906, 2009; inhibition, % at 5.96 µM; 300,000 compounds, 0.49% hits; recombinant F. hepatica cathepsin L1, Z-Leu-Arg-MCA fluorescence;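 active = inhibition above the mean of all tested compounds plus 3 SD, set per screening campaign, cut at about 17% in these data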;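 also: 0% = plate median of test compound wells and 100% = 1 µM Z-Phe-Ala-diazomethylketone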
# * marks the source's active call; other numbers are inactive results; · = not tested or not shown.
SMILES,HCV core dimer,procasp7 counter,TPT1 inh,Efflux pump inh,GASC-1 inh,PP1 counter,PP5 primary,proCasp3 act,CTSL1 counter
COc1ccc(/C=C/c2nnc(NC(=O)C(C)(C)C)s2)cc1,6,-1,-1,-0.2,-10,1,-0.7,-1,4
COc1cc(C(=S)N2CCOCC2)ccc1OC(=O)Cc1ccc(F)cc1,-4,8,-5,0.0,2,-1,0.9,-2,-4
COc1ccc(C(CCN2CCCC(C)C2)c2c(OC)cc(OC)c3c(C)cc(=O)oc23)cc1 (configuration not stated),-12,-12,1,0.1,12,5,1.3,6,0
CN(C)CCc1c[nH]c2ccc(C[C@H]3COC(=O)N3)cc12,3,-2,-4,0.0,6,-3,-0.7,-8,-4
Cc1cccc(Nc2nc(NCc3ccco3)nc(N)c2[N+](=O)[O-])c1,-2,-3,-3,-0.1,4,-2,-0.7,-5,1
O=C(c1cc(C(=O)NCCc2ccccc2)c(=O)n(CCc2ccccc2)c1)c1cc(Cl)ccc1O,23,-5,1,-0.1,-4,13,3.5,0,5
COC(=O)c1cccc(OCC(O)Cn2cnc3cc(C)c(C)cc32)c1 (configuration not stated),-8,0,2,-0.2,-2,2,2.7,3,0
COCCOC(=O)c1c(C)oc2ccc(NS(=O)(=O)c3ccc(F)cc3)cc12,-1,-7,-2,0.4*,-13,6,-3.8,-10,-5
COC(=O)c1ccccc1S(=O)(=O)N(CCCN1CCOCC1)Cc1cccs1,-5,-4,-1,-0.1,-29,-4,-3.1,6,-3
CCn1cc(C(=O)OCC(=O)c2cc(C)n(-c3ccccc3)c2C)c(=O)c2ccc(C)nc21,7,-1,0,-0.1,-3,6,-0.3,-11,7
Cc1cc(=O)[nH]c2c3ccccc3nn12,-4,6,-1,0.0,4,-7,-1.0,-4,1
Cc1ccccc1OCC(=O)Nc1ccc(N2CCN(C(=O)C(C)C)CC2)c(Cl)c1,8,10,2,-0.1,9,1,2.5,3,2
Cc1nn(CC(=O)Nc2ccc3c(c2)OCO3)c(C)c1[N+](=O)[O-],-7,2,1,0.1,-10,-1,-1.1,0,-2
CCCCN(C(=O)c1ccc(Cl)c([N+](=O)[O-])c1)c1c(N)n(CCC)c(=O)[nH]c1=O,2,-7,5,0.0,10,8,0.8,-6,2
Cc1ccc(OCc2cc(C(=O)NCc3cnn(-c4cccc(F)c4)c3)no2)cn1,5,3,0,0.1,4,-3,-0.2,-3,2
O=C(CSc1nc2ccccc2n1Cc1ccc(Cl)cc1)N/N=C/c1ccccc1C(=O)O,20,-2,0,-0.1,2,4,0.1,6,4
Cc1cc(C)cc(NC(=O)NCC(O)COc2ccc([N+](=O)[O-])cc2)c1 (configuration not stated),-3,5,-4,-0.3,6,-1,2.4,2,-3
O=C1CC[C@@H](OCc2ccccc2)CCN1CC[C@H](Sc1ccccc1)c1ccccc1,2,3,-1,0.2,8,3,2.1,-4,3
CCn1c(=O)c2cc(C(=O)Nc3cccc(C(C)=O)c3)sc2c2ccccc21,7,-4,1,-0.2,-6,-1,-3.5,-2,-1
Cc1ccc(C(=O)OCC(=O)Nc2ccc3[nH]c(=O)[nH]c3c2)o1,-6,-7,-2,0.0,1,-2,-0.1,3,0
COc1ccc(NC(=O)CN(C)S(=O)(=O)c2ccc(Cl)cc2)cn1,·,-6,·,0.0,·,-2,-2.2,1,·
CCCCC(=O)Nc1ccc(C(=O)NNC(=O)c2ccccc2Br)cc1,-1,6,2,0.2,2,-3,2.6,-2,-2
Cc1cc(=O)n2nc(N3CCCC(C(=O)NCCc4ccc(Cl)cc4)C3)sc2n1 (configuration not stated),11,3,1,-0.1,12,0,-1.3,2,4
COC(=O)CCCC(=O)N1CCOCCN(C(=O)CCCC(=O)OC)CCOCC1,5,-7,-1,0.1,7,-11,-2.5,-7,-2
CCOCCCNC(=O)c1cc2c(=O)[nH]c3ccccc3c2s1,2,-1,-2,-0.1,1,0,0.4,-6,-1
CC(=O)c1ccc(OCC(O)CN2CCN(CC(O)COc3ccc(C(C)=O)cc3)CC2)cc1 (configuration not stated),-1,16,-1,0.0,13,-3,2.2,1,-3
COc1ccc(Cl)cc1C(=O)Nn1c(C)nc2ccccc2c1=O,-4,8,-1,0.0,4,-3,-0.3,8,1
COc1ccccc1-c1nnc2sc(COc3ccc(Cl)cc3)nn12,7,1,2,0.2,-4,4,1.8,-10,5
O=C(N/N=C/c1cccnc1)c1cccc(NC(=O)c2ccc(Cl)cc2)c1,5,-5,3,0.1,8,15,2.0,-3,1
OCCN=C1CCCc2c1[nH]c1ccc(Br)cc21,1,-13,-9,0.0,-1,2,4.0,-5,3
Cc1ccc(CNC(C)c2ccccc2)cc1 (configuration not stated),-6,-2,-1,0.0,-2,-1,0.4,8,-4
O=C(C1=C[C@H](c2ccc3c(c2)OCO3)C[C@H](OCCCCO)O1)N1CCN(Cc2ccccc2)CC1,0,3,1,·,118,0,1.5,9,-1
O=C1C2C3C=CC(C4CC34)C2C(=O)N1/N=C/c1ccc([N+](=O)[O-])s1 (configuration not stated),1,5,-1,0.0,-1,1,1.8,4,-3
CCn1c(SCC(=O)Nc2cccc(O)c2)nc2c1c(=O)n(C)c(=O)n2C,-8,-1,2,0.4,16,1,1.1,-10,1
CN(C)CCNC(=S)Nc1ccccc1Cl,-4,-9,0,0.4,2,0,-1.3,-3,-1
O=C(N/N=C/c1c[nH]c2ccc(Br)cc12)c1ccn(Cc2ccc(Cl)cc2)n1,7,-5,2,-0.1,-8,-4,7.3,10,-1
Cc1[nH]c2ccccc2c1C(=O)CNc1nccs1,-4,-2,-2,0.1,-18,-5,-2.8,4,0
Cc1ccc(CC(=O)NCC(c2ccco2)N(C)C)cc1C (configuration not stated),5,-1,4,0.7,10,-2,-0.3,-2,3
CC(C)c1ccccc1NC(=O)COC(=O)/C=C/c1cccc([N+](=O)[O-])c1,4,4,2,0.0,1,-1,0.0,-1,-6
N#C/C(=C\c1ccc(C#N)cc1)C(=O)N1CCCC1,-3,3,1,0.0,3,5,-3.1,1,2
CC1=C(C#N)C(c2ccc(O)cc2)C2=C(CCCC2=O)N1 (configuration not stated),-2,2,0,0.0,-28,-4,1.2,7,2
Cc1nc(-c2ccccc2)sc1C(=O)O,2,-2,3,0.0,14,4,0.9,-1,0
Cc1nc(N)[nH]c(=O)c1CCC(=O)OCC(C)C,1,-4,1,0.1,-4,-1,2.8,10,-3
Cc1occc1-c1n[nH]c(=S)n1C,2,-3,-1,0.1,1,-3,3.1,4,-1
COC(=O)c1ccc(-c2ccco2)n1Cc1cc(C)ccc1C,3,-4,5,0.3,2,3,1.2,-2,2
Cc1nn2c(C)c(C(=O)Nc3ccccc3)cnc2c1-c1ccccc1,-4,6,1,0.0,-3,2,3.0,-1,3
COCCNC(=O)NC(=O)COC(=O)c1cc([N+](=O)[O-])ccc1Sc1nc(C)cs1,-1,6,5,0.2,-8,2,0.5,-4,0
O=C(NCC1CC1)c1cccc2c1C(=O)c1ccc(-c3ccc(OC(F)(F)F)cc3)cc1S2(=O)=O,·,2,·,0.1,-1,·,·,7,·
Cc1nn(-c2ccccc2)c(C)c1/C=N/NC(=O)c1ccc(F)cc1,0,4,2,0.2,-5,-1,-0.1,-19,5
CC(=O)N1CCN(c2ncnc3sc(-c4ccccc4)cc23)CC1,-3,17,-3,-0.2,-3,0,-0.1,0,0
CC(Sc1nnc2c(n1)C1(C)CCC2C1(C)C)C(=O)Nc1ccccc1 (configuration not stated),4,10,3,0.0,8,-1,2.1,-5,2
O=C(Nc1cccnc1Cl)C1CCCN(c2ncnc3c2nc2n3CCCCC2)C1 (configuration not stated),-11,-18,2,0.5,-12,-2,0.3,-2,2
CC(C)NC(=O)C1(S(=O)(=O)c2ccccc2)CC=CC1,8,2,4,-0.1,4,4,-0.8,7,1
O=C(O/N=C1/CCSc2ccccc21)c1ccccc1,0,-8,-2,0.0,-1,1,3.6,-6,12
CCOC(=O)c1c(CN(C)C)n(-c2ccc(C)cc2)c2cc(Br)c(O)cc12,-3,10,1,-0.4,0,1,6.2,7,-1
N#CC1(c2ccccc2)CCCN1C(=O)c1ccco1 (configuration not stated),0,1,1,-0.2,2,-1,1.4,6,0
COc1ccc(C2c3[nH]c4ccccc4c3C[C@H]3C(=O)N(C4CCN(Cc5ccccc5)CC4)CC(=O)N23)c(OC)c1 (some centres not stated),12,7,-3,0.1,7,3,5.3,-1,2
CN(C(=O)c1ccc(NC(=O)C2CCCN(C(=O)OC(C)(C)C)C2)cc1)C1CC1 (configuration not stated),·,5,·,-0.2,-1,·,·,5,·
COc1ccccc1N1CC(C(=O)Nc2cccc(C(=O)O)c2)CC1=O (configuration not stated),1,-4,-1,0.1,-9,-2,0.8,-2,-2
CCn1cc(CNCc2ccc(OCC(O)CN(C)Cc3ccccc3)cc2)cn1 (configuration not stated),-2,-9,-6,-0.2,49,1,1.5,-3,1
COc1ccc(OC)c(CNn2c(-c3ccccc3F)nc3ccccc3c2=O)c1,5,-5,0,-0.1,-15,-1,-0.9,0,-1
COc1ccc(C(=O)/C=C/c2ccc(N(C)C)cc2)c(OC)c1,4,-26,101*,0.0,6,-14,-4.9,-28,-3
COc1cc(OC)c(NS(=O)(=O)c2c(C(=O)N3CCCCC3)c(C)n(C)c2C)cc1Cl,1,8,0,0.0,-10,-3,2.0,7,1

# Structural class, those above with a cyano group
SMILES,HCV core dimer,procasp7 counter,TPT1 inh,Efflux pump inh,GASC-1 inh,PP1 counter,PP5 primary,proCasp3 act,CTSL1 counter
N#C/C(=C\c1ccc(C#N)cc1)C(=O)N1CCCC1,-3,3,1,0.0,3,5,-3.1,1,2
CC1=C(C#N)C(c2ccc(O)cc2)C2=C(CCCC2=O)N1 (configuration not stated),-2,2,0,0.0,-28,-4,1.2,7,2
N#CC1(c2ccccc2)CCCN1C(=O)c1ccco1 (configuration not stated),0,1,1,-0.2,2,-1,1.4,6,0
